Screening results from PubChem BioAssay.
zfTRPN1 agonist = zebrafish TRPN1 (NompC) channel agonism; 220,000 compounds, 0.18% hits; activation, % at 3 µM; HEK293 zebrafish TRPN1-YFP, Fluo-8 calcium fluorescence; 100% = response to 87 µM carbachol; AID 1424;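 active = activation above its plate's cutoff, the mean activation of test wells on that plate plus 3 SD, cut at about 19% in these data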;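 also: 0% = DMSO alone and 100% = 87 µM carbachol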
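Assay system: Zebrafish TRPN1-YFP in HEK293 cells | Incubation: Dye loading 1 h at 37 °C, then 30 min room temperature | Measured by: Kinetic Fluo-8 fluorescence, ex 470-495, em 515-575 nm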
CHOP inhibitor = blocks CHOP induction under ER stress | CHO-K1 CHOP-promoter luciferase, tunicamycin-induced, 15-18 h | inhibition, % at 10 µM | 220,000 compounds, 3.8% hits | AID 2732;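 active = compounds that reduced the stress-induced luciferase reporter signal by more than about 70% of percent inhibition, limit read from the data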;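 also: 0% = tunicamycin plus vehicle and 100% = wells without tunicamycin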
NPY Y1 blocker = blocks the human neuropeptide Y Y1 receptor | P25929 | HEK293-CNG Y1 cells, membrane potential fluorescence; NPY at EC95, then isoproterenol | inhibition, % at 3.6 µM | 200,000 compounds, 1% hits | AID 1040;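 active = inhibition above the campaign mean inhibition of all tested compounds plus 3 SD, cut at about 20% in these data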;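 also: 0% = DMSO wells given NPY plus isoproterenol and 100% = isoproterenol alone without NPY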
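Benchmarks – high control isoproterenol alone, low control NPY with isoproterenol · Material – HEK293 Y1/CNG channel cell line · Times – dye 3 h, compound 60 min room temperature, stimulation 45 min · Probe or stimulus – NPY (25 nM), isoproterenol (1 µM), Ro 20-1724 (25 µM) · Evaluation – % inhibition of NPY effect · Signal – fluorescence, membrane potential probe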
PGE2 EP2 inh = blocks the human prostaglandin E2 receptor EP2 | 260,000 compounds, 0.52% hits | P43116 | C6 glioma cells expressing human EP2, cAMP TR-FRET; cells stimulated with saturating PGE2 | inhibition, % at 25 µM;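 active = percent inhibition above 40 after rounding to a whole number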;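 also: rat C6 glioma host cells with rolipram phosphodiesterase inhibitor present; the protocol text gives 20 µM as final concentration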
Target sequence (P43116 whole entry, looked up): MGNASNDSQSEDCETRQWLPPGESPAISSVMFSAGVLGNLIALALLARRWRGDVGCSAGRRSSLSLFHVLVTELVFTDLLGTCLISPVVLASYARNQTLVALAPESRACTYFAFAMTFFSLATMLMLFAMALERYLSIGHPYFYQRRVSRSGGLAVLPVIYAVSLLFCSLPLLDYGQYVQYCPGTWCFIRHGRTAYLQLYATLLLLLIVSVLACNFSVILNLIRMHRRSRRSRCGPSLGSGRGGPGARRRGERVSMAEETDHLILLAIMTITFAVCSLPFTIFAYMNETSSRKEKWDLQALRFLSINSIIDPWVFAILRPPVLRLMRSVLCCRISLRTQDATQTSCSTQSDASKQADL
TRPML3 agonist = activates the human TRPML3 channel; HEK293 TRPML3-YFP, Fluo-8 calcium fluorescence; 100% = the carbachol control signal; activation, % at 3 µM; 220,000 compounds, 0.29% hits; AID 1448;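 active = activation above its plate's cutoff, the mean activation of the plate's test wells plus 3 SD, cut at about 12% in these data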;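 also: 0% = DMSO only wells and 100% = carbachol wells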
Target sequence (Q8TDD5 whole entry, looked up): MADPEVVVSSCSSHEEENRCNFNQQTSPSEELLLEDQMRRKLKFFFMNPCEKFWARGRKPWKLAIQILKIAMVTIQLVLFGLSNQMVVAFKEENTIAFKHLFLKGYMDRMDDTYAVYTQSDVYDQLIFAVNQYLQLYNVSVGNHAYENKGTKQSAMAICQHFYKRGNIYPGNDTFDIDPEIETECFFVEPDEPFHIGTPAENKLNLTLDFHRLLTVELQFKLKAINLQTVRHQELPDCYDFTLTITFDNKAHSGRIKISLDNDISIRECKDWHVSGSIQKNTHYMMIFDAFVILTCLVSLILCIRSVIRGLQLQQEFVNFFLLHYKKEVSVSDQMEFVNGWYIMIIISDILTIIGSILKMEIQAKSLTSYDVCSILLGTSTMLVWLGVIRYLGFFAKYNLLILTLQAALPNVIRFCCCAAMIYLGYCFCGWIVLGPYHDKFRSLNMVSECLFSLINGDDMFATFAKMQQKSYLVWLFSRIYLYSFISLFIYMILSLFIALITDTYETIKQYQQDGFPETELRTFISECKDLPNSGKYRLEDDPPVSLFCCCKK
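Test system: TRPML3-YFP stable HEK293 cells. Doses: single point at 3 µM. Incubation: dye loading 1 h 37 °C then 30 min ambient, 125 s read. Signal: Fluo-8 calcium dye fluorescence, ex 470-495, em 515-575 nm. Measure: percent activation from peak-to-basal fluorescence ratio, scaled between DMSO and carbachol.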
NPY-Y1 PAM-ag = human NPY-Y1 potentiation or agonism, primary screen | activation, % at 3.6 µM | NPY-Y1 expressing cells, potentiator/agonist activation | 220,000 compounds, 0.37% hits | AID 1304 | P25929; in the data active = activation above about 33%, passing the limit was not always enough;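 also: cells stimulated with NPY at EC10 then isoproterenol at EC100; 0% = low agonist plus stimulus and 100% = saturating agonist plus stimulus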
14-3-3 Bad PPI = disrupts binding of bovine 14-3-3 zeta to phospho-Bad peptide. P63103. inhibition, % at 21.7 µM. TR-FRET 14-3-3zeta/Dy647-pBad peptide displacement, 1 h. 220,000 compounds, 0.71% hits;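 active = inhibition above about 70%, limit read from the data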;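 also: 0% = full 14-3-3 plus peptide FRET controls and 100% = background without 14-3-3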
EP2 mod = EP2 receptor (human) modulation. EP2-expressing cells, cAMP HTRF FRET, PGE2 co-stimulation. induction, % at 25 µM. 260,000 compounds, 0.83% hits. AID 940;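 active = compounds whose cAMP rise, as percent of the full-agonist control response, exceeds 60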;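 also: rat C6 glioma line stably carrying human EP2 under a CMV promoter; the protocol text gives 20 µM as final concentration; 100% = response of wells given 1 µM PGE2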
PPC-1+TRAIL kill = kills PPC-1 cancer cells in the presence of TRAIL | PPC-1 cells + TRAIL, ATPLite viability luminescence | cell killing (% activity), % at 4 µM | 220,000 compounds, 0.41% hits | AID 1443;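 active = cell killing above 50% in the first pass at 4 µM, then a duplicate retest at 5 µM averaging 50% or more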;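 also: plate controls were cells with TRAIL plus DMSO for no effect and medium-only wells lacking cells for full effect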
* marks the source's active call; other numbers are inactive results; . = no result given; & = joins results of further samples; [ ] = remark or other dose. A portion of the library; rates above refer to the full screens.

SMILES | zfTRPN1 agonist | CHOP inhibitor | NPY Y1 blocker | PGE2 EP2 inh | TRPML3 agonist | NPY-Y1 PAM-ag | 14-3-3 Bad PPI | EP2 mod | PPC-1+TRAIL kill
COc1ccc(NC(=O)CSc2nc3ccccc3c(=O)n2CCC(=O)N2CCCCC2)cc1 | 0.8 | 5 | 11 | 6 | -0.7 | -15 | 4 | -8 | 6
C=CCc1cc(C=O)cc(OC)c1OCc1c(Cl)cccc1Cl | -0.2 | 73* | -1 | 8 | -1.1 | -15 | 0 | 92* | -23
Cc1ccc(N2C(N)=NC(N)=NC23CCCC3)c(C)c1 | -0.5 | 15 | -2 | 12 | 1.1 | 12 | 7 | 16 | 19
COCCn1c(-c2cccc([N+](=O)[O-])c2)nc2c1c(=O)[nH]c(=O)n2Cc1ccccc1 | -2.6 | 31 | -1 | 7 | -0.2 | -5 | -19[fluorescence artefact?] | 29 | 3
CCN(c1ccccc1)S(=O)(=O)c1cc(C(=O)O)ccc1C | -0.2 | 39 | 7 | 11 | -0.1 | 15 | -2 | 24 | 6
CCOC(=O)C1CCCN(C(=S)Nc2cccc(Cl)c2)C1 (configuration not stated) | 0.2 | 5 | -1 | 6 | 0.0 | -6 | -5[fluorescence artefact?] | 4 | 7
O=C(COC(=O)c1cc(Br)ccc1Cl)NC1CCCC1 | -1.8 | 10 | 9 | 7 | -0.2 | -8 | -7 | -29 | -4
CCC(C)[C@H](NC(=O)NCc1ccco1)C(=O)O (some centres not stated) | -0.3 | -6 | -2 | 3 | 1.0 | 1 | 12 | 36 | 7
CCOc1ccccc1NC(=O)/C(C#N)=C/c1c(C)nn(-c2ccc(F)cc2)c1Cl | -1.5 | 50 | 0 | 4 | -0.1 | -5 | -9[fluorescence artefact?] | 17 | -7
C/C=C/c1ccc(OCCCCOc2ccc(OC)cc2)c(OC)c1 | 0.0 | -8 | 3 | 15 | 0.6 | -25 | -13 | -70 | 8
S=C(NCc1cccs1)Nc1cccc(Cl)c1Cl | 0.8 | 9 | 5 | 6 | -0.2 | 14 | -6[fluorescence artefact?] | -13 | -4
CC(=O)Cc1nsc(NC(=O)c2ccc(-c3ccc(Cl)c(Cl)c3)o2)n1 | 0.7 | -19 | -3 | 11&2 | 0.5 | -3 | 2 | -20&-33 | 12
O=C(CSc1ccc(-c2cccs2)nn1)N1CCCCC1 | -0.2 | 6 | 4 | 9 | 0.2 | 11 | 4 | -3 | 26
O=C(CSc1ncnc2c1sc1ccccc12)Nc1ccc(Br)cc1 | -0.6 | 44 | -2 | 11 | 0.3 | -17 | 4 | 18 | -18
CC12COC3(C(=O)Nc4ccc([N+](=O)[O-])cc4)CC1CCC32C (configuration not stated) | -1.1 | 10 | 8 | 4 | 0.1 | -17 | 11[fluorescence artefact?] | 3 | 6
COC(=O)c1c(N)n(-c2ccc(NC(C)=O)cc2)c2nc3ccccc3nc12 | 1.0 | 18 | 3 | 7 | 1.3 | -2 | 2 | -17 | -23
C=C1C(C(=O)Nc2ccc(OCC)cc2)C1C(=O)Nc1ccc(OCC)cc1 (configuration not stated) | -0.3 | 10 | -4 | 6 | -0.1 | 12 | -2 | 22 | 1
CCNC(=O)CCn1nc(-c2ccc(Cl)cc2)c2ccccc2c1=O | -0.9 | 23 | 12 | 11 | 0.6 | 10 | 2 | 5 | 1
CC(=O)CCn1c(=O)n(CCC(C)=O)c(=O)n(CCC(C)=O)c1=O | -0.3 | 4 | 8 | 10 | -0.2 | 25 | 5[fluorescence artefact?] | -7 | 22
O=C(CC1C(=O)NCCN1C/C=C/c1ccccc1)NCCc1ccncc1 (configuration not stated) | 0.5 | 1 | 2 | 5 | 1.2 | -16 | 2 | -21 | 14
Cc1nnc(SCCn2c(Br)nc3c2c(=O)[nH]c(=O)n3C)s1 | 0.0 | -20 | -5 | . | 0.0 | 7 | -10 | 4 | 2
Cc1cccc(NC(=O)NNC(=O)c2cc(-c3ccccc3Cl)nc3ccccc23)c1 | -0.2 | 0 | 0 | 19 | 0.0 | -9 | -9 | -6 | 12
COc1ccc2c(-c3cccnc3)cc(=O)[nH]c2c1 | 1.3 | 18 | 0 | 3 | 0.2 | 2 | 4 | -7 | 22
COc1ccc(C2(C)NC(=O)N(CC(=O)Nc3ccc4c(c3)OCO4)C2=O)cc1OC (configuration not stated) | 0.3 | 8 | 4 | 10 | 0.6 | -10 | -4[fluorescence artefact?] | 7 | -5
O=C(c1ccc(S(=O)(=O)N2CCCCCC2)cc1)N(c1ccccn1)C1CCCCC1 | -1.1 | 22 | -7 | 5 | 2.6 | 9 | -3 | -25 | -13
COc1ccc(OC)c(C2C(C#N)=C(N)Oc3cc(C)[nH]c(=O)c32)c1 (configuration not stated) | 0.1 | -5 | 2 | . | 0.7 | 1 | -12[fluorescence artefact?] | 3 | 14
CCC(C)(C)n1nnnc1C(c1cccnc1)N1CCN(c2cccc(C(F)(F)F)c2)CC1 (configuration not stated) | -1.9 | -18 | 25* | 14 | -0.7 | 2 | -6 | 12 | 8
O=C(CNC(=S)NC(=O)c1ccco1)c1ccccc1 | 0.7 | -2 | 6 | 12 | 0.1 | -13 | -9 | -7 | 4
Cc1ccc2[nH]c3c(c2c1)CCC3=O | -0.8 | -7 | 2 | 42* | 0.3 | 8 | -3 | -15 | 12
COc1cc2c(cc1NC(=O)Cc1ccc(C)cc1)oc1ccccc12 | -1.2 | 4 | -1 | 10 | 0.3 | -22 | 2 | 19 | 2
Cc1ccc(C(=O)N(CC(=O)NC2CCCCC2)c2ccccc2F)s1 | -0.7 | 0 | 2 | 4 | -0.3 | -9 | -11 | 8 | 11
O=C(NCc1ccc2c(c1)OCO2)C1CC(c2ccc(Cl)cc2)=NO1 (configuration not stated) | 0.9 | 21 | 5 | 18&13 | 0.5 | -19 | -6 | -76&0 | 4
CN(CCO)C(=O)CCC(=O)Nc1ccc(S(N)(=O)=O)cc1 | 0.8 | -8 | 2 | 6 | 0.7 | 23 | 6 | -3 | 3
CCc1ccc2c(c1)c1nnc(NN)nc1n2C | 1.6 | 28 | . | 15 | -0.1 | 2 | -11 | -5 | 17
O=C(c1ccccc1F)N1CCN(c2ccccc2)CC1 | -0.5 | -6 | 3 | 4 | 0.1 | -1 | -12[fluorescence artefact?] | 23 | -34
CC(C)C(=O)O/N=C1\CCS(=O)(=O)c2sccc21 | -0.3 | 10 | 0 | 9 | 1.1 | 25 | 1 | 9 | 10
COc1ccc(OCc2nnc(SCC(=O)N3CCOCC3)o2)cc1 | 0.1 | 15 | 1 | 8 | 0.5 | 5 | 1 | 7 | 18
CCN(CC)S(=O)(=O)c1ccc(Cl)c(NC(=O)COC(=O)c2c(C)noc2C)c1 | 4.8 | 20 | 2 | 7 | 1.6 | -14 | -6 | 5 | 2
CCC(=O)c1ccc(OCC(O)CN2CCOCC2)cc1 (configuration not stated) | -0.3 | 11 | 12 | 15 | 0.5 | 5 | 2 | 28 | -12
NC(=NCCc1ccccc1)NS(=O)(=O)c1ccccc1 | 0.2 | 7 | 7 | 8 | 0.7 | -12 | -4 | 25 | 18
CCOC(=O)C1(Cc2cccc(Cl)c2)CCCN(C(=O)c2cccc(C)n2)C1 (configuration not stated) | 0.3 | -2 | 13 | 4 | 0.8 | 13 | -8 | 15 | 18
O=C(COC(=O)C1CC1)Nc1ccc2c(c1)OCO2 | -0.6 | -12 | 2 | 2 | -0.2 | -8 | 14 | -3 | -3
CC(C)CC(=O)NC(=S)Nc1ccc(S(=O)(=O)Nc2nccs2)cc1 | 3.3 | 2 | 5 | 5 | 0.8 | -12 | -20 | -7 | 11
CC1(C)CC(=O)/C(=C(\O)c2ccccc2)C(=NCCO)C1 | 0.5 | 13 | -9 | 6 | 0.7 | 6 | 4 | 3 | 9
CC(=O)OCC(OC(C)=O)C(OC(C)=O)C(OC(C)=O)C(=O)Nc1ccccc1 (configuration not stated) | -0.1 | 5 | -6 | 5 | 0.5 | 6 | -4 | 8 | 7

Shown with values under each structure: part of the list above.
Each structure is followed by: zfTRPN1 agonist, CHOP inhibitor, NPY Y1 blocker, PGE2 EP2 inh, TRPML3 agonist, NPY-Y1 PAM-ag, 14-3-3 Bad PPI, EP2 mod, PPC-1+TRAIL kill
CCOC(=O)C1CCCN(C(=S)Nc2cccc(Cl)c2)C1 (configuration not stated)
→ 0.2, 5, -1, 6, 0.0, -6, -5[fluorescence artefact?], 4, 7
O=C(COC(=O)c1cc(Br)ccc1Cl)NC1CCCC1
→ -1.8, 10, 9, 7, -0.2, -8, -7, -29, -4

Next part.
SMILES | zfTRPN1 agonist | CHOP inhibitor | NPY Y1 blocker | PGE2 EP2 inh | TRPML3 agonist | NPY-Y1 PAM-ag | 14-3-3 Bad PPI | EP2 mod | PPC-1+TRAIL kill
CNc1ncnc(Sc2ccc(Cl)cc2)c1[N+](=O)[O-] | 0.1 | 13 | . | 12 | 0.4 | 14 | -4 | 10 | 10
Cc1ccc(S(=O)(=O)c2c(C)cc(C)nc2Cl)c(C)c1 | -1.3 | 1 | 2 | 8 | 0.5 | -18 | 5 | 2 | -7
CCCn1c(CCc2ccccc2)nnc1SCC(=O)N1CCOCC1 | 0.6 | 10 | -8 | 13 | 0.9 | 8 | -8[fluorescence artefact?] | 1 | 24
Cc1ccc(NC(=O)c2nccnc2C(=O)O)cc1C | 0.8 | 2 | 1 | 10 | 0.1 | -2 | 14 | 11 | 1
Cc1cc(C)n2c(SCC#N)nnc2n1 | 0.4 | -27 | 6 | 6 | 0.4 | 8 | -1 | -4 | 7
O=C(Cc1nc2ccccc2[nH]1)c1cccc([N+](=O)[O-])c1 | 0.4 | 52 | . | 21 | 0.7 | 24 | -10 | -38 | 12
C=COCCNC(=S)N1CCOCCOCCN(C(=S)NCCOC=C)CCOCCOCC1 | -0.7 | -3 | 6 | 9 | -0.7 | 2 | -12 | 0 | 6
COc1ccc(S(=O)(=O)N2CCNC(=O)C2)cc1Br | 0.7 | 4 | 1 | 2 | 1.4 | 9 | -7 | 11 | 2
CCOC(=O)c1[nH]c2ccccc2c1NC(=O)C(C)(C)C | -0.9 | -13 | -5 | 11 | -0.1 | 19 | 3[fluorescence artefact?] | -2 | 20
CC(C)N(C(=O)Cn1cc(SCC(N)=O)c2ccccc21)C(C)C | 0.2 | 12 | 2 | 0 | -0.2 | 8 | -11 | -42 | 28
Cn1c(-c2cccc([N+](=O)[O-])c2)cnc1NCc1ccc(C#N)cc1 | -0.7 | 5 | 2 | 5 | -0.2 | 17 | -14 | -70 | -6
N#CCCn1cc(/C=N/O)c(-c2ccc(Cl)cc2)n1 | 0.1 | 20 | -2 | 4 | -0.4 | 24 | -2[fluorescence artefact?] | -14 | 22
COc1ccccc1NC(=O)c1ccc(CS(=O)(=O)c2ccc(C)cc2)cc1 | -0.6 | 2 | 2 | 4 | 0.2 | -10 | 6 | -27 | 11
